APP 5'UTR act: APP 5'UTR luciferase reporter activation | SH-SY5Y APP 5'UTR luciferase reporter, luminescence; zero percent = DMSO vehicle wells | activation, % at 2 µM | actives 1% (n = 190,000) | AID 1276;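 active means activation above a set limit, based on mean plus 3 SD of controls, cut at about 140% in these data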; further: values of inactives mirror those of a sister screen read the other way
STAT1 inh: reduces IFN-gamma driven STAT1 reporter signal | NIH 3T3 STAT1-luciferase reporter, luminescence | inhibition, % at 5.5 µM | actives 0.35% (n = 200,000);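 active means inhibition above a set limit, the mean inhibition across all tested compounds plus 3 SD, cut at about 34% in these data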;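 further: 0% = IFN-gamma with DMSO and 100% = IFN-gamma with 300 µM nifuroxazide; values of inactives mirror those of a sister screen read the other way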
APP 5UTR inh: APP translation inhibition; AID 1285; actives 0.82% (n = 190,000); inhibition, % at 2 µM; SH-SY5Y APP 5'UTR-luciferase reporter, luminescence;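 active means inhibition above a set limit, derived from the sample mean plus 3 SD, cut at about 45% in these data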; further: values of inactives mirror those of a sister screen read the other way
STAT3 activator: STAT3 signaling activation; U3A cells, IL-6 STAT3-luciferase reporter, luminescence; 100% = signal with IL-6 EC80 alone; activation (% of control), % at 5.6 µM; actives 0.91% (n = 190,000); AID 871;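 active means activation above the screen-wide mean of compound activation plus 3 SD, cut at about 130% in these data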;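 further: 0% = background luminescence of wells with medium and substrate only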
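Test system: human U3A cells carrying STAT3-luciferase construct; control set: IL-6-only wells as 100% reference; timing: compound pre-incubation 1 h before IL-6, then 6 h stimulation at 37 °C; also added: IL-6 stimulus at 33 ng/mL final; evaluation: % activation versus median of IL-6-stimulated wells; detection: reporter luminescence signal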
NF-kB neuron act: compounds increasing NF-kB expression in human neuronal cells; NF-kB reporter expression; hits give high values; fold change at 12.5 µM; actives 1.6% (n = 190,000); AID 1239; in the data active means fold change above about 3.3
FLuc inhib CS: inhibits firefly luciferase, flagging false hits in luciferase inhibition screens; inhibition, % at 10 µM; P08659; ATPLite firefly luciferase biochemical luminescence, 10 min; actives 1.5% (n = 200,000); AID 1006;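 active means inhibition above about 50% when tested at 10 µM, limit read from the data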
Target sequence (P08659 whole entry, looked up): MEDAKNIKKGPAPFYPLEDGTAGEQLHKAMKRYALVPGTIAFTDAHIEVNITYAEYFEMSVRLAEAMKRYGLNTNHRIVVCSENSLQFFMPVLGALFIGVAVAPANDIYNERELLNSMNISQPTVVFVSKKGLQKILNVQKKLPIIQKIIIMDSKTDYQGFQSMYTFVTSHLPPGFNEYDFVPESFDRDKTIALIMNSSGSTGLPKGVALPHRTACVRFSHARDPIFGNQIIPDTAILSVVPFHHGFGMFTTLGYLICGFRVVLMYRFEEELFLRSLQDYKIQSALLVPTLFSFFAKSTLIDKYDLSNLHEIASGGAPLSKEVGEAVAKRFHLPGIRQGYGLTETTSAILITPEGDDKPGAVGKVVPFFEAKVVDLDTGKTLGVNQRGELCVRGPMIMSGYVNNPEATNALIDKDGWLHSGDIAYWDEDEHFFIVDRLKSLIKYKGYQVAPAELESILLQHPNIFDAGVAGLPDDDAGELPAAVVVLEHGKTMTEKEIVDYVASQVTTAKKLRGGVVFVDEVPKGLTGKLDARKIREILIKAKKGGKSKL
Hsp70 activator: Hsp70 transcriptional activation, primary screen; AID 1203; HeLa Hsp70 promoter luciferase reporter, luminescence; scaled: vehicle 0, proteasome-inhibitor control 100%; activation, % at 10 µM; actives 0.04% (n = 200,000);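 active means activation above the mean across all tested compounds plus 3 SD, cutoff set per campaign, cut at about 5.5% in these data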;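 further: 100% = MG132 at 30 µM as the positive control and 0% = DMSO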
STAT3 blocker: inhibitors of IL-6 induced STAT3 signaling; U3A cells, IL-6 STAT3-luciferase reporter, luminescence; host cell line lacks STAT1; inhibition, % at 5.5 µM; actives 0.89% (n = 190,000); AID 862;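 active means inhibition above the mean inhibition across all screened compounds plus 3 SD, cut at about 44% in these data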;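 further: 0% = DMSO only wells and 100% = 100 µM nifuroxazide control wells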
STAT1 activator: STAT1 signaling activation; AID 932; actives 2.6% (n = 200,000); NIH 3T3 STAT1-luciferase reporter, IFN-gamma, luminescence; 100% = IFN-gamma alone, no compound; activation (% of control), % at 5.5 µM;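 active means activation above the screen-wide mean activation plus 3 SD, cut at about 130% in these data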;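 further: raw ratio to IFN-gamma control signal so 100% means no change and 0% no light; values of inactives mirror those of a sister screen read the other way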
RAM network inh: inhibitors of the yeast RAM network | actives 1.8% (n = 190,000) | inhibition, % at 50 µM | AID 868 | S. cerevisiae dse1pr::URA3 reporter, 5-FOA growth OD615, 2 d; analog-sensitive cbk1-as2 kinase mutant strain;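 active means inhibition above a set limit, 3 SD over mean compound inhibition, cut at about 8.4% in these data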;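 further: 0% = DMSO-only wells with no growth and 100% = 10 µM 1-NA-PP1 full growth; inhibition rescues growth on 5-FOA so higher OD means more RAM inhibition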
Active calls of the source: *; · = not tested or not shown. No enrichment for hits; any-hit rate near 7.7%.

molecule	APP 5'UTR act	STAT1 inh	APP 5UTR inh	STAT3 activator	NF-kB neuron act	FLuc inhib CS	Hsp70 activator	STAT3 blocker	STAT1 activator	RAM network inh
CS(=O)(=O)N1CCc2cc(C(=O)OCC(=O)c3ccccc3)ccc21	8	-57	-8	111	4*	32	0.1	-13	156*	4.2
CCC1(CC)NC(=O)N(CC(=O)NCc2ccc3c(c2)OCO3)C1=O	-4	-5	4	97	1.3	-9	-0.2	4	105	0.8
CCOC(=O)c1cccc(NS(=O)(=O)c2c(C)[nH]c(=O)[nH]c2=O)c1	-1	-1	1	95	1	-4	-0.4	13	101	0.8
O=C(Nc1cnccn1)c1cccs1	-12	0	12	95	0.9	2	-0.1	10	101	0.3
COc1cc(NS(=O)(=O)c2ccc3c(c2)oc(=O)n3C)cc(OC)c1OC	15	21	-15	84	0.69	-10	-0.3	27	81	1.4
CC1(C)Cc2c(ccc3ccccc23)-c2nnc(-c3cccnc3)n21	3	-1	-4	92	0.71	-3	0.1	20	100	-0.1
Cc1[nH]nc(-c2ccc(O)cc2O)c1Oc1ccccc1	17	1	-17	93	0.92	-2	-0.1	12	97	0.0
CCCSCCCNC(=O)Cn1cc2c(n1)CCC(C)C2 (configuration not stated)	5	5	-5	100	0.89	-3	-0.3	6	95	0.3
CC1=NCCN1S(=O)(=O)c1cc([N+](=O)[O-])ccc1Cl	-9	0	9	99	1.1	-9	-0.3	2	99	1.7
COC(=O)c1ccc(C(C(=O)NC2CCCCC2)N(C(=O)Cc2cccs2)C2CC2)cc1 (configuration not stated)	-7	5	6	108	1.1	-5	-0.2	2	95	2.9
O=C(COC(=O)C1CC(=O)N(c2ccccc2)C1)c1ccccc1 (configuration not stated)	6	5	-6	104	1.1	-5	0.2	1	96	1.1
CC(C)(C)C(=O)Nc1ncccc1C(O)c1cccc(C(F)(F)F)c1 (configuration not stated)	16	4	-16	100	0.93	-2	-0.3	3	96	-0.8
Cn1cnc2ccc([N+](=O)[O-])cc2c1=O	5	-5	-5	100	1.1	5	-0.2	2	103	0.6
CC(Cn1nnc2ccccc21)C(=O)O (configuration not stated)	7	-6	-7	106	1.2	-6	0.1	-2	104	1.8
COc1ccccc1N(CC(O)COc1c(C)cc(C)cc1C)S(=O)(=O)c1ccccc1 (configuration not stated)	-12	0	12	103	1.2	-9	-0.3	-6	102	12*
CNC(=O)COC(=O)c1cc(=O)[nH]c2ccccc12	8	8	-8	105	1	-9	-0.1	-4	93	-0.1
Cc1ccc(C(=O)N/C(=C\c2ccccc2)C(=O)NCCCn2ccnc2)cc1	-4	3	4	102	1.1	-7	0.0	0	95	1.0
C=CCn1c(SCc2nc3cc(C(F)(F)F)ccc3c(=O)[nH]2)nc2sc(CC)cc2c1=O	-4	4	4	107	1.1	-1	-0.4	-7	96	3.6
COc1cccc(NS(=O)(=O)c2ccc3[nH]cc(C(=O)N(C)Cc4ccco4)c(=O)c3c2)c1	10	-3	-10	98	0.8	0	0.0	-1	103	-0.6
CC(C)(C)c1ccc(S(=O)(=O)Nc2cccnc2)cc1	-15	8	15	96	0.92	-6	-0.3	8	93	1.7

Quoted from the listing:
Hsp70 activator with COc1cccc(NS(=O)(=O)c2ccc3[nH]cc(C(=O)N(C)Cc4ccco4)c(=O)c3c2)c1 stands at 0.0
RAM network inh with CC1=NCCN1S(=O)(=O)c1cc([N+](=O)[O-])ccc1Cl stands at 1.7

(further entries)
molecule	APP 5'UTR act	STAT1 inh	APP 5UTR inh	STAT3 activator	NF-kB neuron act	FLuc inhib CS	Hsp70 activator	STAT3 blocker	STAT1 activator	RAM network inh
C/C(CC(=O)Nc1ccc(OCc2ccccc2)cc1)=N\NC(=O)C(=O)Nc1ccc(C)c(Cl)c1	7	1	-6	89	1.3	-3	0.2	21	96	2.4
CCN(CC)c1ccc(NC(=O)COC(=O)/C=C/c2nc3ccccc3s2)cc1	-10	-2	10	102	0.9	-3	-0.3	-8	102	0.1
Cc1nc(C(Cl)(Cl)Cl)nc2[nH]ccc(=O)c12	-2	2	2	102	1.2	-4	-0.3	5	97	1.2
C/C(=N\N=C1\NC(=O)C(CC(=O)Nc2ccc(C)c(Cl)c2)S1)C(C)(C)C (configuration not stated)	14	-9	-14	101	0.76	-3	-0.3	1	108	1.2
O=C1C=C(N(CCO)CCO)C2(CCCCC2)O1	-1	-3	2	101	0.96	-3	-0.4	4	103	1.7
COc1ccc(/C(N)=N/OC(=O)c2cccc([N+](=O)[O-])c2)cc1OC	·	-1	·	88	1.3	-9	-0.3	15	100	0.8
COc1cc2c(cc1OC)C(=O)CC(C)S2 (configuration not stated)	3	3	-3	111	0.98	-9	-0.4	-8	97	2.5
O=C(O)C1=NOC(CNc2ncc(C(F)(F)F)cc2Cl)C1 (configuration not stated)	-8	-2	8	104	0.99	-4	-0.3	2	101	0.9
O=C(CSc1nncn1-c1cccnc1)N1CCOCC1	0	5	0	102	1.1	-6	0.2	2	95	2.5
COc1ccccc1OCC(=O)Nc1ccccn1	125	-29	-125	92	1.1	71*	0.2	16	129*	2.3
COC(=O)CSc1nc(N)c(NC(=O)c2ccc(OC)c(OC)c2)c(=O)[nH]1	13	-4	-13	103	0.97	-5	0.1	6	103	1.4
Cc1occc1C(=O)Nc1nnc(C2CCCCC2)s1	53	-9	-53	102	2.1	-4	0.0	4	107	2.2
Cc1ccc(S(=O)(=O)/N=C2\C(=O)c3ccccc3C([O-])=C2n2cc[n+](CCC(C)C)c2)cc1	11	7	-11	119	0.44	-3	-0.2	-17	94	-0.3
COC(=O)c1cc(=O)n(Cc2ccc3c(c2)OCO3)c(=Nc2ccccc2)s1	-9	-7	9	98	1.5	-1	-0.4	2	103	2.2
CCOC(=O)c1c(C)[nH]c2c1cc(O)c1ccccc12	27	-2	-27	100	1.4	0	0.5	4	102	4.3
COc1cccc(-n2c(SCC(N)=O)nnc2-c2ccncc2)c1	-8	6	8	103	1.1	-2	0.0	0	95	-0.4
N/C(=N\OC(=O)c1cc(-c2ccccc2)nc2ccccc12)c1ccccn1	11	-3	-11	84	0.91	13	0.1	25	101	0.7
COCCCn1c(-c2ccccc2Cl)n[nH]c1=S	14	-3	-14	94	0.86	0	-0.1	10	103	-0.5
COc1ccc(C(=O)Nc2ccc3nc4n(c(=O)c3c2)CCCC4)cc1[N+](=O)[O-]	19	0	-19	101	1.2	-5	-0.3	-4	102	2.8
Cc1c(C#N)c(N)nc2c3c(sc12)NC(=O)CC3c1ccc(Cl)cc1 (configuration not stated)	0	8	0	108	0.38	-7	-0.1	-7	93	2.3
Cc1cc2cc(OCC(=O)O)ccc2n1C	9	4	-9	104	1.1	-1	0.1	-3	96	0.8
CCOC(=O)c1ccc(NC(=S)Nc2cccc(C)n2)cc1	-2	-12	2	93	1.1	-5	-0.5	6	110	0.8
NC(=O)c1ccc(NC(=O)CCCN2C(=O)c3ccccc3C2=O)cc1	0	0	0	99	0.94	-9	-0.4	7	100	0.4
COc1cc(C2/C(=C(/O)c3ccc(F)cc3)C(=O)C(=O)N2CCCC(=O)O)ccc1O (configuration not stated)	-1	3	1	103	1.1	-9	1.1	-1	97	1.6
C=C(C)COc1ccc(-c2ncncc2Oc2ccc(OC)cc2)c(O)c1	-7	-8	7	95	1	-4	-0.2	10	107	6.4
O=C(NCCCN1CCN(Cc2ccccc2)CC1)C1CCN(S(=O)(=O)N2CCC3(CC2)OCCO3)CC1	0	-5	0	104	0.88	-8	-0.6	0	102	0.6
O=C(c1ccccc1)N1CCN(c2nc3ccc([N+](=O)[O-])cc3s2)CC1	8	23	-8	84	0.7	1	-0.2	24	76	2.8
Cc1cccc(C2c3[nH]c4ccccc4c3CCN2C(=O)c2cc(C(C)C)nc(N)n2)n1 (configuration not stated)	13	2	-13	130	0.89	-2	-0.2	-28	98	2.1
COc1ccc(/C=C/C(=O)Oc2ccc(/C=N/NC(=O)c3ccccc3)cc2)cc1OC	-3	-10	2	106	1.2	-6	-0.2	-4	109	5.3

Structures above with a Cl atom (seven):
molecule	APP 5'UTR act	STAT1 inh	APP 5UTR inh	STAT3 activator	NF-kB neuron act	FLuc inhib CS	Hsp70 activator	STAT3 blocker	STAT1 activator	RAM network inh
CC1=NCCN1S(=O)(=O)c1cc([N+](=O)[O-])ccc1Cl	-9	0	9	99	1.1	-9	-0.3	2	99	1.7
C/C(CC(=O)Nc1ccc(OCc2ccccc2)cc1)=N\NC(=O)C(=O)Nc1ccc(C)c(Cl)c1	7	1	-6	89	1.3	-3	0.2	21	96	2.4
Cc1nc(C(Cl)(Cl)Cl)nc2[nH]ccc(=O)c12	-2	2	2	102	1.2	-4	-0.3	5	97	1.2
C/C(=N\N=C1\NC(=O)C(CC(=O)Nc2ccc(C)c(Cl)c2)S1)C(C)(C)C (configuration not stated)	14	-9	-14	101	0.76	-3	-0.3	1	108	1.2
O=C(O)C1=NOC(CNc2ncc(C(F)(F)F)cc2Cl)C1 (configuration not stated)	-8	-2	8	104	0.99	-4	-0.3	2	101	0.9
COCCCn1c(-c2ccccc2Cl)n[nH]c1=S	14	-3	-14	94	0.86	0	-0.1	10	103	-0.5
Cc1c(C#N)c(N)nc2c3c(sc12)NC(=O)CC3c1ccc(Cl)cc1 (configuration not stated)	0	8	0	108	0.38	-7	-0.1	-7	93	2.3

Screens from PubChem BioAssay.
